# Assay outcomes (PubChem BioAssay)
# M4 PAM = positive allosteric modulators of human muscarinic M4 receptor; activation, % at 3 µM; CHO-K1 hM4/Gqi5, Fluo-8 calcium fluorescence, ACh EC20; 0% = ACh EC20, 100% = maximal ACh; 360,000 tested, 0.4% active;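 active = activation above its plate's cutoff, the mean activation of sample wells plus 3 SD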; also: some results filed as inactive read as strong as hits
# Target sequence (P08173 whole entry, looked up): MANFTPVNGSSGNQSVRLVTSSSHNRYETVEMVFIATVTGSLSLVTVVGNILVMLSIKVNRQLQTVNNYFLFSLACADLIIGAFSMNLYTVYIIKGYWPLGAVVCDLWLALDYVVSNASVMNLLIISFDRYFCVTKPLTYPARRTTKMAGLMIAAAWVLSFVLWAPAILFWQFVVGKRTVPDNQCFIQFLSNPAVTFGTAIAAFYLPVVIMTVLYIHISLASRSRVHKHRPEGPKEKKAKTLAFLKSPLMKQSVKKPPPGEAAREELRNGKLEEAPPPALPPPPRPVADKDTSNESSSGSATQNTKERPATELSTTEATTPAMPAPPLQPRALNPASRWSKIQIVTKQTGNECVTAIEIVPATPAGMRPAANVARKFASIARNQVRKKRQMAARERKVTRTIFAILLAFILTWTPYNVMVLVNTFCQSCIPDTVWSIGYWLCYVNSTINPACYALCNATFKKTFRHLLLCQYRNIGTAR
# CHRM5 PAM = potentiates acetylcholine response at human M5 receptor; CHO-K1 hM5, Fluo-8 calcium, ACh EC20 PAM; 0% = ACh EC20, 100% = ACh EC100; activation, % at 3 µM; 360,000 tested, 0.3% active; AID 624038;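 active = activation above the run cutoff, the mean activation of all test compounds plus 3 SD, cut at about 18% in these data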
# Target sequence (P08912 whole entry, looked up): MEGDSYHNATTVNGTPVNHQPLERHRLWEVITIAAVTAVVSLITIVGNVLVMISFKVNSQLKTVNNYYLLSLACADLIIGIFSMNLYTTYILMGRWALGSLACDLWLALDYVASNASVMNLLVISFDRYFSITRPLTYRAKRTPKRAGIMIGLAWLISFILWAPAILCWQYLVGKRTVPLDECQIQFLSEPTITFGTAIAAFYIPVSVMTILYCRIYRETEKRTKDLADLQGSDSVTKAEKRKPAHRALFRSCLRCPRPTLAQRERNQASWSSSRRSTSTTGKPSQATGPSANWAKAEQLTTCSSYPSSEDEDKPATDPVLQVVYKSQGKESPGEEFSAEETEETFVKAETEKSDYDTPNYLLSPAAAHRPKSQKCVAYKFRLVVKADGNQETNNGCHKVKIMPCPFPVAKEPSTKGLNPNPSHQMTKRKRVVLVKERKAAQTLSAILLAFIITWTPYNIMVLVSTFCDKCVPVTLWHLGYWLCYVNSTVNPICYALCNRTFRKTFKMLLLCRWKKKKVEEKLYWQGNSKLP
#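 System: CHO-K1 hM5 cells. Reagent: acetylcholine, EC20 level. Compound dosing: single dose, 3 µM nominal final test concentration. Timing: Post-acetylcholine fluorescence recording 140 s. Detection: Fluo-8 calcium fluorescence. Read-out: % activation, ACh-normalized. Benchmarks: ACh EC20 and EC100 wells. Repeats: singlicate, one well per test compound.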
# M5 antag = CHRM5 antagonism in calcium assay | AID 624040 | 360,000 tested, 0.59% active | P08912 | inhibition, % at 3 µM | CHO-hM5 cells, Fluo-8 calcium fluorescence, ACh EC80;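 active = inhibition above a per-plate cutoff, the mean of that plate's test compounds plus 3 SD, cut at about 27% in these data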;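 also: 0% = acetylcholine EC80 with DMSO and 100% = DMSO without agonist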
# CHRM5 agonist = agonists of human muscarinic M5 receptor (CHRM5); 360,000 tested, 0.19% active; P08912; activation, % at 3 µM; AID 624037; CHO-K1 hM5 cells, Fluo-8 calcium fluorescence; 0% DMSO wells, 100% maximal acetylcholine response;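 active = activation above the run's mean over test compounds plus 3 SD, cut at about 23% in these data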;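 also: signal is peak over basal fluorescence ratio across the kinetic read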
# CHRM4 agonist = agonists of human muscarinic M4 receptor (CHRM4). activation, % at 3 µM. 360,000 tested, 0.14% active. P08173. CHO-K1 hM4/Gqi5, Fluo-8 calcium fluorescence; vehicle 0%, full acetylcholine response 100%;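 active = activation above the run mean over all test wells plus 3 SD, cut at about 32% in these data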;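 also: peak over basal fluorescence ratio per well then scaled between controls; 0% = DMSO wells and 100% = acetylcholine at EC100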
# CHRM4 antagonist = CHRM4 antagonism in calcium assay. P08173. CHO-hM4 cells, ACh EC80, Fluo-8 calcium fluorescence. inhibition, % at 3 µM. 360,000 tested, 0.73% active. AID 624125;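 active = inhibition above its plate's cutoff, the mean inhibition of sample wells plus 3 SD, cut at about 27% in these data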;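 also: 0% = acetylcholine EC80 with DMSO and 100% = DMSO without agonist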
# M1 ag parental = M1 agonist counterscreen hit in parental CHO-K1 cells; Fluo-8 calcium fluorescence; scaled to maximal ATP response, vehicle zero; activation, % at 3 µM; 360,000 tested, 0.48% active; AID 602248; in the data active = activation above about 15%;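 also: untransfected CHO-K1 host cells lacking M1 receptor as counterscreen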
# CHO-K1 Ca antag = counter-screen for M1 antagonists: effect in parental CHO-K1 cells; ATP-induced calcium, Fluo-8 fluorescence; inhibition, % at 3 µM; 360,000 tested, 0.6% active; AID 602250;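 active = inhibition above a per-plate cutoff, the plate's mean sample inhibition plus 3 SD, cut at about 24% in these data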;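 also: 0% = DMSO plus EC80 ATP and 100% = DMSO alone without ATP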
# CHO-K1 Ca PAM = M1 PAM counterscreen hit in parental CHO-K1 cells; ATP EC20, Fluo-8 calcium fluorescence; 0% at ATP EC20, 100% at ATP max; activation, % at 3 µM; 360,000 tested, 0.02% active; AID 602247;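 active = activation above the run cutoff, the mean activation of all test compounds plus 3 SD, cut at about 40% in these data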;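 also: peak over basal fluorescence ratio in a 140 s read after ATP addition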
# The depositor's hits bear a star; . = not tested or not shown.
SMILES,M4 PAM,CHRM5 PAM,M5 antag,CHRM5 agonist,CHRM4 agonist,CHRM4 antagonist,M1 ag parental,CHO-K1 Ca antag,CHO-K1 Ca PAM
O=C(NCc1cc2ccccc2[nH]1)c1ccccc1F,-1.8,-1.1,9.9,-1.8,0.6,-6.8,-0.1,9.9,-14.7
Cc1[nH]c2ccc(C(=O)OCC(=O)NC3(C#N)CCCCC3)cc2c1C,-4.8,-3.2,8.4,-0.7,3.1,-2.0,0.3,-3.0,6.0
Cc1ccc(N2CCN(S(=O)(=O)N3CCCCC3)CC2)cc1Cl,5.0,-0.5,1.6,-1.4,1.5,-10.9,0.2,4.7,5.5
CCc1nnc(NC(=O)CCN2C(=O)CCC2=O)s1,4.1,-6.5,0.0,2.4,0.5,-15.2,0.0,-16.2,5.5
O=C(Oc1ccc2ccc(=O)oc2c1)c1ccccc1,4.1,0.0,2.3,-1.3,0.7,-4.6,0.6,-4.2,9.3
COc1cccc(NC(=O)c2nn(C)c(C(=O)Nc3cccc(OC)c3)c2[N+](=O)[O-])c1,-7.3,0.3,17.8,3.3,7.5,-0.3,2.0,11.8,-15.3
CCCCCC(=O)Nc1ccc2oc(-c3cccnc3)nc2c1,3.8,-1.1,-1.6,-0.9,2.6,-3.5,1.4,2.8,10.7
CCOc1ccccc1NC(=O)C1CCN(S(=O)(=O)c2c(C)nn(C)c2C)CC1,-3.7,-2.8,2.3,-0.6,2.9,13.0,0.7,0.3,-1.0
CCOCCCNCC(=O)NC1(C)C2CCC(C2)C1(C)C (centres undefined),13.1,0.1,-6.4,-5.2,1.6,-8.8,1.1,-8.2,21.8
CCN(CC)S(=O)(=O)c1ccc(NC(=O)c2cccc3c2C(=O)N(CCOC)C3)cc1,3.4,-0.9,5.6,-0.9,1.2,-1.6,3.8,-1.4,20.1
Cc1ccc(N(C)C(=O)CCS(=O)(=O)c2cc3c(cc2Cl)NC(=O)CO3)cc1,-2.6,-10.4,11.7,1.2,13.6,-3.3,3.4,4.3,6.9
O=C1[C@@H]2Cc3ccccc3CN2C(=O)N1c1cccc(F)c1,15.1,5.2,-6.6,2.3,1.4,-9.5,0.9,-8.0,13.7
CC1=C(C(=O)N(C)CCC#N)C2(CCCCC2)OC1=O,2.1,-0.1,-2.0,0.0,-0.4,4.7,0.8,-9.6,16.8
Cn1c(=O)[nH]c(=O)c2c1nc(Sc1ncccn1)n2CCCc1ccccc1,12.3,-0.7,-3.6,1.3,2.2,-3.6,0.2,-2.9,7.9
Cc1cc(S(=O)(=O)NCCCN2CCOCC2)c(C)cc1Cl,3.5,5.4,-5.7,-6.3,2.3,-10.9,3.7,3.8,17.1
COc1ccc(C(=O)NNC(=O)CSc2nnc(C)n2CC2CCCO2)cc1 (centres undefined),4.4,3.4,3.4,-0.7,2.2,-3.1,0.2,-12.8,5.5
CCOC(=O)c1ccc(NCc2nc3ccccc3n2C)cc1,2.3,4.1,-5.4,-4.9,3.9,-0.4,1.0,-10.9,-4.5
O=C(Nc1nc(-c2ccccn2)cs1)c1ccc([N+](=O)[O-])o1,-1.6,-3.6,9.6,1.6,1.3,1.3,1.1,-4.3,6.9
Cc1nc2scc(-c3ccc(C(C)C)cc3)c2c(=O)n1N,-3.7,-11.7,1.8,2.2,12.7,-0.9,5.5,7.7,-7.8
O=C(Nc1ccccc1)C1=C(Nc2ccccc2)CSC1,1.7,0.5,-3.3,1.1,1.4,-1.2,1.3,-14.7,24.8
CCOC(=O)c1c(C)n(C)c2c(C)cc(O)c(OC(=O)CC)c12,5.4,-5.0,-2.6,-3.6,0.9,-1.6,0.6,-3.5,13.8
COc1ccc(Br)cc1CN(C)CC(=O)Nc1c(Cl)ccc(C)c1Cl,28.6,-9.5,5.4,-0.9,1.9,17.6,-0.4,12.2,-4.5
Cc1ccc(C(=O)N/C(=C\c2ccccc2)C(=O)NCc2cccnc2)cc1,1.3,5.5,9.2,-2.9,0.9,-3.2,1.3,-13.7,13.8
O=C(Nc1cccc(NC(=O)C2CCCO2)c1)C1CCCO1 (centres undefined),2.3,-5.8,7.5,-1.7,1.5,-9.8,0.0,-0.3,6.0

# Shown with two lines to a compound: 6 of the compounds above.
# The line under a structure holds: M4 PAM, CHRM5 PAM, M5 antag, CHRM5 agonist, CHRM4 agonist, CHRM4 antagonist, M1 ag parental, CHO-K1 Ca antag, CHO-K1 Ca PAM
- Cc1nc2scc(-c3ccc(C(C)C)cc3)c2c(=O)n1N
    -3.7, -11.7, 1.8, 2.2, 12.7, -0.9, 5.5, 7.7, -7.8
- O=C(Nc1ccccc1)C1=C(Nc2ccccc2)CSC1
    1.7, 0.5, -3.3, 1.1, 1.4, -1.2, 1.3, -14.7, 24.8
- CCOC(=O)c1c(C)n(C)c2c(C)cc(O)c(OC(=O)CC)c12
    5.4, -5.0, -2.6, -3.6, 0.9, -1.6, 0.6, -3.5, 13.8
- COc1ccc(Br)cc1CN(C)CC(=O)Nc1c(Cl)ccc(C)c1Cl
    28.6, -9.5, 5.4, -0.9, 1.9, 17.6, -0.4, 12.2, -4.5
- Cc1ccc(C(=O)N/C(=C\c2ccccc2)C(=O)NCc2cccnc2)cc1
    1.3, 5.5, 9.2, -2.9, 0.9, -3.2, 1.3, -13.7, 13.8
- O=C(Nc1cccc(NC(=O)C2CCCO2)c1)C1CCCO1 (centres undefined)
    2.3, -5.8, 7.5, -1.7, 1.5, -9.8, 0.0, -0.3, 6.0

# Following part.
SMILES,M4 PAM,CHRM5 PAM,M5 antag,CHRM5 agonist,CHRM4 agonist,CHRM4 antagonist,M1 ag parental,CHO-K1 Ca antag,CHO-K1 Ca PAM
Cc1ccc(N2CCN(C(=O)c3ccccc3NC(=O)c3ccccc3C(=O)O)CC2)cc1,1.6,-1.4,-12.7,-0.6,2.7,-8.8,0.5,-5.5,14.3
CCO[C@H]1OC(C(=O)N2CCN(Cc3ccc4c(c3)OCO4)CC2)=C[C@@H](c2ccc(Br)cc2)[C@@H]1CCCO,-1.7,4.9,5.8,0.3,10.7,-7.7,0.9,-3.8,-1.9
CCN1C[C@@H]2[C@@H]3C(=O)N(Cc4ccccc4)C(=O)[C@@H]3[C@](Cc3ccccc3)(C1=O)N2C(=O)c1ccc(C)cc1,1.4,12.4,3.1,-0.8,1.4,-4.9,1.0,-13.5,3.7
CC(=O)NC(NC(=S)Nc1ccc(N=Nc2ccccc2C)cc1C)C(Cl)(Cl)Cl (centres undefined),2.1,4.3,8.0,-5.8,0.8,-10.1,-0.2,-2.1,11.5
O=C(Nc1ccccc1[N+](=O)[O-])c1cc(S(=O)(=O)N2CCOCC2)cs1,-3.8,1.2,2.6,-1.4,2.9,7.5,0.7,-3.3,-10.2
Cc1ccc(N=C2C(=O)Nc3ccccc32)cc1C,-8.7,-0.5,5.4,0.1,1.5,-10.9,0.2,-6.1,14.1
CCCN(CC(=O)Nc1ccccc1OC)C(=O)C1=COCCO1,5.9,6.1,8.9,1.3,-0.2,-3.0,0.5,-13.2,8.7
O=C(COC(=O)Cc1cn2ccsc2n1)NCc1ccc2c(c1)OCO2,0.6,4.4,-0.6,-5.0,0.7,7.0,-0.1,-3.0,3.4
O=C(/C=C/c1ccc2c(c1)OCCO2)c1ccccc1,4.4,23.8*,-13.4,2.3,0.4,-3.7,-0.1,-1.4,-11.4
COC(=O)C1=C(C)N(c2ccc(C)c(C)c2)/C(=C/c2cccs2)C1=O,2.5,5.0,-0.1,-2.0,0.3,-3.3,-0.2,-2.8,10.5
O=C(Cn1cc(COc2cc(F)cc(F)c2)nn1)c1ccc(O)cc1,-0.2,-0.4,-0.8,2.2,3.6,-7.3,3.6,-2.6,16.1
CSCCC(c1nc2ccccc2[nH]1)n1c(-c2cc(C(F)(F)F)cc(C(F)(F)F)c2)nc2ccccc21 (centres undefined),-10.3,-12.8,17.5,-1.9,13.1,12.4,.,.,.
CCN(CC)c1ncnc2c1ncn2[C@H]1CN(Cc2cccnc2)C[C@@H](CO)O1,0.2,1.2,-1.7,-1.0,0.2,-2.8,0.3,-4.2,12.6
CCN(CC)c1ccc(/C=N/NC(=O)c2c[nH]c3ccccc23)cc1,-1.4,-7.3,13.8,1.4,1.4,-2.5,-0.5,3.7,10.6
O=C1NC[C@H](CCCCN2C[C@H](Cc3ccc(O)cc3)N(CCC3CCCCC3)C(=O)C2=O)N(CCC2CCCCC2)C1=O,3.6,0.9,-5.5,-2.9,-0.7,-12.6,0.1,-8.7,0.3
CCC(CC)C(=O)N1CC(=O)Nc2ccc(C)cc2C1c1ccccc1 (centres undefined),-5.0,0.8,-3.8,0.0,0.5,2.5,5.2,-10.7,-5.0
O=C(Nc1ccc(Cl)cc1)c1csc([C@@H]2O[C@H](CO)[C@@H](O)[C@H]2O)n1,-5.9,-8.7,12.2,4.0,4.8,2.1,3.7,10.6,-16.8
O=C(CN1C(=O)COc2ccccc21)NCCCN1CCc2ccccc2C1,-9.0,6.2,-9.5,-2.6,-0.8,0.2,-0.3,-18.5,8.5
CC1(C)CC(CCNC(=O)CCl)(c2ccccc2)CCO1 (centres undefined),-5.8,-8.7,2.0,1.0,0.6,-3.6,0.3,-6.3,12.6
Cc1ccccc1/C=C/c1nc2ccccc2c(=O)[nH]1,-23.8,-4.4,7.7,-0.1,0.2,22.4,3.0,-19.7,17.4
Cc1ccc(-c2nnc(NC3CCCC3)s2)cc1,-4.2,4.4,12.5,-8.8,-1.8,1.0,-0.6,-11.1,14.0
CN(C(=O)COC(=O)c1ccccc1Cc1ccccc1)C1CCS(=O)(=O)C1 (centres undefined),4.5,4.0,-3.0,0.6,1.1,-2.3,12.2,0.8,12.4
COc1ccc(-n2c(COc3cccc(C)c3)nnc2SCC(=O)O)cc1,1.5,7.0,-3.6,2.5,0.7,3.4,-0.1,-9.3,-9.1
Cn1nc(C(=O)NNc2c(F)c(F)cc(F)c2F)c2ccccc2c1=O,-5.1,-1.6,3.4,10.3,8.0,13.0,9.1,-8.9,13.1
COc1ccc(N(CC(=O)Nc2ccc(C(C)C)cc2)S(=O)(=O)c2c(C)noc2C)cc1,-0.2,5.0,-6.5,-4.0,0.3,-3.9,-0.2,7.8,-10.4
CC(=O)Nc1cccc(NC(=O)c2cc(C)on2)c1,-0.7,-6.0,-3.7,1.2,0.1,-8.2,0.2,-36.3,1.0
CC1c2[nH]c3ccccc3c2CCN1S(C)(=O)=O (centres undefined),9.1,5.4,-0.8,-0.7,1.8,-3.8,0.9,-5.9,18.4
CC1CCCN(C(=O)c2ccc(NC(=O)CC3SC(N4CCCC4)=NC3=O)cc2)C1 (centres undefined),0.4,0.7,4.0,1.1,0.1,-6.7,-0.1,-1.9,-10.5
c1ccc(SCCCCNC2CCCC2)cc1,-1.6,-2.1,-4.6,-7.1,1.5,-10.6,0.3,-12.3,11.2
COc1ccccc1CNC(=O)COC(=O)c1ccc(S(=O)(=O)N2CCCC2)cc1,-12.6,-13.9,4.5,-5.1,10.6,-4.0,3.4,-0.6,16.1
CC1CN(S(=O)(=O)N(C)C)CCN1S(=O)(=O)N(C)C (centres undefined),-7.4,1.4,-4.2,-1.6,1.0,10.7,1.4,-13.1,27.5
Cc1ccc(S(=O)(=O)NC2c3cccc4cccc(c34)C2Sc2ncccn2)cc1 (centres undefined),-6.0,-12.0,15.3,-2.3,4.3,5.5,1.4,-3.1,19.3
